Screening results deposited in PubChem BioAssay by several laboratories.
Exocytosis inh – blocks lytic granule exocytosis. TALL-104 LAMP-1 surface exposure, flow cytometry; cells stimulated with thapsigargin and PMA. inhibition, % at 10 µM. actives 0.66% (n = 360,000). AID 651702;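 active = inhibition above about 55%, limit read from the data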
TLR9-MyD88 inh – inhibitors of human TLR9-MyD88 binding. Q9NR96+Q99836. CHO BLA complementation TLR9-MyD88, CCF4 FRET ratio. inhibition, % at 4.98 µM. actives 0.21% (n = 340,000);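 active = inhibition above the mean over all tested compounds plus 3 SD, cut at about 21% in these data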;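 note: 0% = DMSO only wells and 100% = clavulanate BLA inhibitor control wells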
Target sequence (Q99836 whole entry, looked up): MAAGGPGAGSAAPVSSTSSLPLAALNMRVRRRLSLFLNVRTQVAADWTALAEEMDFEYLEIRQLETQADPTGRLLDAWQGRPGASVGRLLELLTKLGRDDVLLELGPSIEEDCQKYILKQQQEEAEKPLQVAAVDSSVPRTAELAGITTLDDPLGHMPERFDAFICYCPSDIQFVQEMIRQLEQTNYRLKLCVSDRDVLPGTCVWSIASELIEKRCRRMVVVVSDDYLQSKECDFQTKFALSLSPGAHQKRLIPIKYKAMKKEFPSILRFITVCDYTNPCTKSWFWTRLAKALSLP
Target sequence (Q9NR96 whole entry, looked up): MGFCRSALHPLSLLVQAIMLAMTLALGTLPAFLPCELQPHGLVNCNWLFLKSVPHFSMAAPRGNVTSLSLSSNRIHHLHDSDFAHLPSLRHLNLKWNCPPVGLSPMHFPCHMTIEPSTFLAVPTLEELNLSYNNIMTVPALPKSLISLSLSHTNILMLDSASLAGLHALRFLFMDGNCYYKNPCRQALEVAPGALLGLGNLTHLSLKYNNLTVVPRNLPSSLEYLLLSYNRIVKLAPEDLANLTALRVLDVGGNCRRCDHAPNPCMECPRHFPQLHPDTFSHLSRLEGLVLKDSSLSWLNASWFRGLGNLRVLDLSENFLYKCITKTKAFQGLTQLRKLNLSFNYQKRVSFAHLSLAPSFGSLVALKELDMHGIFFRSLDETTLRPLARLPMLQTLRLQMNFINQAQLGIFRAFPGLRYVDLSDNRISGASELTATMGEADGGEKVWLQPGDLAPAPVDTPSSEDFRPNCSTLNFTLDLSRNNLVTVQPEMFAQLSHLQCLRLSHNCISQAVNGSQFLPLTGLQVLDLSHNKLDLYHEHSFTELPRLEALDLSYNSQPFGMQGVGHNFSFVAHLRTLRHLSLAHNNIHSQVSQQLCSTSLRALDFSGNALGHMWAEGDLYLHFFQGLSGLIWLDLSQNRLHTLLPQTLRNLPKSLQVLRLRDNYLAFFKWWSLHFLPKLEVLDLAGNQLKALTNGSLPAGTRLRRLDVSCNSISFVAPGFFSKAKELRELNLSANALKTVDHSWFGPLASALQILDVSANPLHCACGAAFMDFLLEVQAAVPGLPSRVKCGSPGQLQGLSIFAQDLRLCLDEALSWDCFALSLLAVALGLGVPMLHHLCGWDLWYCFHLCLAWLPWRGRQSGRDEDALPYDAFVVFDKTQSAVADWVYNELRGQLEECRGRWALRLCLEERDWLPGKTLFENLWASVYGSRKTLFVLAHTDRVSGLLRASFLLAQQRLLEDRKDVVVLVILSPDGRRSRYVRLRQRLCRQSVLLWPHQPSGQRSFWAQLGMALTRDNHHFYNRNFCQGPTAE
ABCB6 inh 2 – blocks the human ABCB6 transporter. Q9NP58. K562-ABCB6 porphyrin accumulation, flow cytometry, 1 h; active compounds read low. fluorescence ratio to DMSO, % at 10 µM. actives 0.19% (n = 360,000). AID 602162;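 active = fluorescence ratio to DMSO below 75%, the collection mean minus 3 SD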;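 note: signal is porphyrin accumulated inside mitochondria; 100% equals median channel fluorescence of DMSO control wells; lower ratio means ABCB6 inhibition with less porphyrin fluorescence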
MC4R antagonist – blocks human MC4R cAMP signaling | inhibition, % at 6.5 µM | MC4R-expressing cells, MTII-stimulated cAMP, LANCE TR-FRET | actives 0.48% (n = 360,000) | AID 540295;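 active = inhibition above its plate's cutoff, the mean of tested wells on that plate plus 3 SD, cut at about 29% in these data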;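 note: 0% = Melanotan II alone and 100% = Melanotan II plus saturating MCL0020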
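Material: U2OS-MC4R stable cell line | Reagent: Melanotan II challenge after compound preincubation | Doses: One concentration, 6.5 µM nominal | Incubation: 30-min compound preincubation, 1-h Melanotan II challenge, 1-h detection, room temperature | Signal: TR-FRET cAMP assay | Replicates: One well per compound, no replicates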
NOD2 RIPK2 PPI – inhibitors of human NOD2-RIPK2 interaction; inhibition, % at 4.98 µM; CHO BLA complementation NOD2-RIPK2, CCF4 ratio; AID 624267; O43353; actives 0.38% (n = 360,000); in the data active = inhibition above about 21%;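 note: 0% = vehicle only and 100% = reference blocker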
Vif imaging – inhibitors of HIV Vif; HEK293T cells, Vif self-association by quenched fluorescence, imaging, 24 h; inhibition, % at 7.49 µM; actives 0.35% (n = 340,000); AID 602346; in the data active = inhibition above about 50%, passing the limit was not always enough; note: some results filed as inactive read as strong as hits
ABHD5 PLIN5 PPI – inhibitors of human ABHD5-perilipin-5 interaction | Q00G26+Q8WTS1 | Split G. princeps luciferase complementation, luminescence, 4 h | inhibition, % at 4 µM | actives 0.78% (n = 360,000) | AID 602281;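 active = inhibition above the mean inhibition across every tested compound plus 3 SD, cut at about 22% in these data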;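 note: 0% = DMSO only wells and the 100% control is not disclosed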
N-glyco inh – N-linked glycosylation inhibition; D54 ERlucT glycosylation luciferase reporter, 24 h; percent of 100 nM tunicamycin response; reporter increase, % at 12.5 µM; actives 0.23% (n = 360,000); AID 588692;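 active = mean luciferase reporter signal, scaled so untreated is 0 and the glycosylation-blocking control 100, at or above a set limit in every replicate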;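 note: luciferase carries N-glycosylation sites so blocking glycosylation raises the light; 0% = median of neutral control wells and 100% = median of 100 nM tunicamycin wells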
aDG glyco act – increases alpha dystroglycan glycosylation. Pro5-aDG cells, alpha-DG glycosylation AlphaScreen (IIH6); 0% Pro5, 100% B10-LARGE cell signal. activation, % at 10 µM. actives 0.22% (n = 360,000). AID 624168;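 active = activation of at least 8% versus controls, or a plate z-score of at least 8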;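 note: Pro5 are CHO cells carrying HIG-tagged alpha-DG that lacks glycosylation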
MC4R barr agon – agonists of human melanocortin 4 receptor (MC4R) beta-arrestin; U2OS MC4R beta-arrestin complementation, luminescence; percent of melanotan II response, DMSO zero; activation, % at 8.9 µM; AID 540308; actives 0.98% (n = 360,000);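 active = activation above a per-plate cutoff, the mean activation of sample wells on that plate plus 3 SD, cut at about 8% in these data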
* hit, by the source's call; x = no result given. This is a subset. The share of hits here may be higher or lower than overall.

SMILES	Exocytosis inh	TLR9-MyD88 inh	ABCB6 inh 2	MC4R antagonist	NOD2 RIPK2 PPI	Vif imaging	ABHD5 PLIN5 PPI	N-glyco inh	aDG glyco act	MC4R barr agon
O=C(COC(=O)C1CC(=O)N(c2ccc3c(c2)OCCO3)C1)NC1CCCc2ccccc21 (configuration not stated)	-3	14	98	14	-9	-26	3	0	-0.2	-2.8
Fc1cc(F)c2nc(N3CCOCC3)sc2c1	-1	-20	96	8	-13	4	2	1	-0.3	-2.8
CC(=O)Nc1ccc(SCC(=O)Nc2ccccc2-c2ccccc2)cc1	-5	2	100	17	-2	-16	-4	-2	0.4	-1.2
C=C(C)C(=O)NC1=NN(c2ccccc2)C(=O)C1	-4	-3	100	5	-3	-10	-25	2	0.0	-1.1
Cc1cccc(CSCc2ccc(C(=O)NCC3CCCO3)o2)c1 (configuration not stated)	-2	-3	99	11	6	2	-2	-4	0.0	-2.8
O=C(CCc1nc2ccccc2c(=O)[nH]1)Nc1cc(Cl)ccc1N1CCCC1	28	-6	101	3	7	-4	-5	0	0.1	-1.1
O=C(O)C1=C2C(=O)Nc3cccc(c32)C2(C1)C(=O)Nc1ccccc12 (configuration not stated)	-2	4	103	-1	-4	3	-18	3	0.2	0.4
CC(=O)Nc1c(Br)cc(N2C(=O)CCC2=O)cc1Br	3	-12	88	4	-3	-3	5	1	0.0	0.8
CCOc1cc(N2CCOCC2)c(OCC)cc1NC(=O)CN1C(=O)NC2(CCCCC2C)C1=O (configuration not stated)	-1	-1	97	9	2	9	4	1	0.1	-3.6
O=C(CSc1nnc(NC(=O)c2ccco2)s1)Nc1ccccc1Cl	-4	-1	96	7	-7	15	7	-1	-0.1	0.4
C=CCOC(=O)C1=C(C)OC(N)=C(C#N)C1c1ccc(F)cc1 (configuration not stated)	-3	7	93	4	8	-2	8	2	-0.2	0.8
CC1CCN(CCCNC(=O)CN2C(=O)CSc3ccc(S(=O)(=O)N4CCC(C)CC4)cc32)CC1	9	1	102	22	-5	9	-2	-5	0.0	-2.2
CC(C)(C)NC(=O)C(c1ccsc1)N(CCc1ccccc1)C(=O)Cn1nnc2ccccc21 (configuration not stated)	-6	-4	98	15	4	1	-6	-3	0.0	-0.1
CC(C)(C)c1ccc(CC(=O)N2CCC2(C)C(=O)NS(=O)(=O)c2ccc(C#N)cc2)cc1 (configuration not stated)	-4	x	105	7	3	0	-1	0	-0.3	0.5
CCCCn1c(N)c(N(CCOC)C(=O)CCNC(=O)c2ccc(Cl)cc2)c(=O)[nH]c1=O	22	-8	100	20	0	12	-6	1	0.1	-3.3
CC(C)c1ccc(NC(=O)[C@@H](C)NC(=O)[C@@H]2Cc3ccccc3CN2)cc1	16	5	100	2	-9	2	-1	-2	0.1	-1.5
OC(c1cc(F)cc(Cl)c1)c1ncc(-c2cccc(C(F)(F)F)c2)[nH]1 (configuration not stated)	-12	x	894	-18	1	-7	-23	-2	1.5	0.1
COc1ccc(C(=O)Nc2ccc(S(=O)(=O)Nc3ncccn3)cc2)cc1OC	-3	-4	104	11	-4	8	-4	1	0.4	0.8
CC(C)(C)OC(=O)NCc1ccc(CNC(=O)c2[nH]cnc2C(=O)NC2CCN(C(=O)OC(C)(C)C)CC2)cc1	5	-3	89	-4	-2	-5	6	3	0.3	0.6
COCC(=O)N(Cc1cc2cc(C)ccc2[nH]c1=O)c1ccccc1	3	-3	101	5	-12	46	-5	1	-0.1	2.0
CCn1cc(C2=NOC(C(=O)Nc3cc(C)nn3-c3ccccc3)C2)c(C)n1 (configuration not stated)	7	-6	94	17	-3	-9	-4	1	0.0	-2.5
CCOC(=O)C1CCN(c2c(-c3ccccc3)c3cc(Cl)ccc3[nH]c2=O)CC1	2	1	98	4	-9	-13	2	-4	0.0	1.1
CCOC(=O)COc1cc(Br)c(/C=N/Nc2ccccc2)cc1OC	-1	3	85	0	-6	6	-2	2	1.1	7.3
O=C(O)CCCCCN1C(=O)C(O)=C(C(=O)/C=C/c2ccccc2)C1c1cccc([N+](=O)[O-])c1 (configuration not stated)	-5	-4	100	3	-7	21	2	1	-0.1	-3.3
O=C(Cn1nnc(-c2cccs2)n1)N1CCc2ccccc2C1	-2	0	89	-5	-3	-16	1	0	0.1	-1.1
CC(=O)c1ccc(-n2nnnc2SCC(=O)N2CCc3ccccc3C2)cc1	-1	-5	99	-2	7	-8	-3	1	-0.1	-1.3
CS(=O)(=O)N1CCCCC1c1cc(C(=O)NCc2ccc(Cl)c(Cl)c2)no1 (configuration not stated)	-10	x	103	-2	10	11	-5	0	0.2	-1.5
N#Cc1ccc(Cl)cc1NC(=O)COC(=O)c1ccc2c(c1)OCCO2	1	-8	101	0	1	12	0	-2	0.0	1.4
COc1cccc(C2C(C(=O)c3ccc(C)o3)=C(O)C(=O)N2CCN2CCOCC2)c1 (configuration not stated)	6	1	105	14	1	x	2	-1	0.3	-1.9
NCC12CC3CC(C1)CC(CN)(C3)C2	-1	-5	94	15	-3	-5	-4	-2	-0.5	-0.9
Cc1cc(C)c(NC(=S)NCCO)c(C)c1	-6	4	91	-4	-9	7	3	1	0.0	2.4
O=C(N/N=C/C=C\c1ccccc1)c1cnccn1	4	4	98	-2	-7	-3	3	-1	0.8	-3.3
COc1ccc(C(=O)NC2CCN(CC(=O)NC3CCCCC3)CC2)cc1	0	4	98	9	-9	5	-3	-2	0.1	-2.3
O=C(Nc1nnc(-c2ccccc2SCc2ccccc2F)s1)Nc1ccccc1F	3	-6	105	-1	-6	3	-1	0	1.9	2.5
Oc1ccc(/C=N/Nc2cccc(Cl)n2)c(O)c1	-1	-2	99	-11	4	19	-9	-6	-0.1	-0.1
Cc1[nH]nc2nc(SCC(=O)NCCC3=CCCCC3)n(-c3ccc(Br)cc3)c(=N)c12	-7	7	106	18	2	-21	-11	8	-0.6	49*

Some of the entries above, set out differently:
Every second line gives: Exocytosis inh, TLR9-MyD88 inh, ABCB6 inh 2, MC4R antagonist, NOD2 RIPK2 PPI, Vif imaging, ABHD5 PLIN5 PPI, N-glyco inh, aDG glyco act, MC4R barr agon
CC(=O)c1ccc(-n2nnnc2SCC(=O)N2CCc3ccccc3C2)cc1
 : -1, -5, 99, -2, 7, -8, -3, 1, -0.1, -1.3
CS(=O)(=O)N1CCCCC1c1cc(C(=O)NCc2ccc(Cl)c(Cl)c2)no1 (configuration not stated)
 : -10, x, 103, -2, 10, 11, -5, 0, 0.2, -1.5

New compounds follow
SMILES	Exocytosis inh	TLR9-MyD88 inh	ABCB6 inh 2	MC4R antagonist	NOD2 RIPK2 PPI	Vif imaging	ABHD5 PLIN5 PPI	N-glyco inh	aDG glyco act	MC4R barr agon
CCOc1ccc(S(=O)(=O)N2CCCC(C(=O)NCc3ccccn3)C2)cc1Cl (configuration not stated)	1	-1	91	0	7	-5	-4	6	0.5	-0.8
COc1ccc(Nc2nc(N3CCOCC3)nc(N3CCOCC3)n2)c(OC)c1	21	1	101	0	5	14	4	-1	-0.1	-0.6
Cc1ncc([N+](=O)[O-])n1CC(=O)Nc1ccc(OC(F)(F)Cl)cc1	-3	-3	101	6	-1	-6	-2	-1	0.4	1.1
N#C/C(=C1\C(=O)Nc2c(Cl)cc(Cl)cc21)c1nnc2n1CCCCC2	1	-1	101	0	0	6	-15	4	0.2	-1.3
CCOC(=O)[C@]12CCCC=C1N(Cc1ccco1)C(=O)[C@H](CC(=O)N1CCN(C(=O)C3CC3)CC1)C2	2	x	97	x	-2	x	-2	x	-0.1	x
COc1cc(C(=O)Nc2ccc3c(c2)Cc2cc(NC(=O)c4cc(OC)c(OC)c(OC)c4)ccc2-3)cc(OC)c1OC	3	0	100	9	0	-1	2	-5	-0.1	-0.6
CCOC(=O)C1CCCN(C(=O)CCn2nnnc2CN2CCOCC2)C1 (configuration not stated)	0	-9	94	-1	-2	-7	-2	-2	-0.1	-1.4
O=C(Cc1ccccc1)NC(=S)Nc1cccc(C(F)(F)F)c1	-3	-4	100	7	9	-6	-17	1	0.0	5.6
CN(C(=O)CCNC(=O)Cn1cnc2ccccc2c1=O)c1ccc(F)cc1	-1	-11	96	9	12	12	-11	0	-0.1	-1.8
CC(C)CC1Nc2ncnc(N3CCCCC3)c2N(Cc2ccc(Br)cc2)C1=O (configuration not stated)	-2	-5	99	5	2	0	-1	0	-0.1	-0.3
COc1cc(NC(=O)CCNS(=O)(=O)c2cc(Br)cnc2N)cc(OC)c1	-13	-1	97	10	-6	-5	-13	-1	0.0	-1.0
CC(C)c1nc(CNC(=O)CC2C(=O)NCCN2Cc2cccc(F)c2F)cs1 (configuration not stated)	1	-5	101	0	-15	1	-9	1	0.0	-2.3
CCCCOc1ccc(C(=O)OCC(=O)Nc2cc(C)c(C)cc2[N+](=O)[O-])cc1	4	4	111	0	-3	5	-1	1	-0.2	-1.3
CC(C)(C)NC(=O)c1cc([N+](=O)[O-])ccc1N1CCCCC1	-2	9	96	-2	1	-7	-2	0	0.7	-1.0
COc1ccccc1CCC(=O)Nc1ncc(C)s1	-10	-4	96	-3	-10	-1	1	10	0.2	0.0
O=S(=O)(Nc1cccnc1)c1cccc(Cl)c1	2	2	99	3	0	-4	4	3	-0.1	-1.9
Cc1nc2c(cc(Oc3ccc(S(=O)(=O)N4CCOCC4)cn3)c3ccsc32)s1	-3	-8	89	2	-3	x	5	x	-0.2	-1.0
Cc1ccc(C)c(OCC(=O)O/N=C(\N)c2cccc([N+](=O)[O-])c2)c1	-6	-3	95	4	-7	19	2	1	0.0	3.1
Nc1nc(SCc2ccccc2)[nH]c(=O)c1-c1ccccc1	0	-1	91	-1	-8	1	-1	-4	-0.1	-1.6
COc1cc([C@@H]2CC=C(C(=O)O)[C@H](c3cccc(Cl)c3)N2S(=O)(=O)c2ccc(C)cc2)cc(OC)c1OC	-3	3	97	3	2	x	1	1	-0.3	0.3
CCCCn1c(N)c(N(Cc2ccccc2OC)C(=O)CN2C(=O)NC3(CCCC3)C2=O)c(=O)[nH]c1=O	3	0	104	10	1	3	-10	-1	-0.2	-3.3
CC1CCCN(CCOCCOc2ccc(Br)cc2Cl)C1 (configuration not stated)	-1	10	89	4	1	14	12	6	2.1	-1.1
Cc1csc(NC(=O)CS(=O)(=O)Cc2ccccc2)n1	-3	-7	95	15	-2	-2	-6	-1	0.5	-0.1
O=C1C=C(c2ccc3[nH]ccc3c2)CCC1	-4	-7	98	3	6	-6	-9	3	0.2	-2.2
N#Cc1ccc(C2CC(OCCF)=CC(=O)O2)cc1 (configuration not stated)	-3	x	x	x	6	x	1	x	0.1	x
CC(=O)Nc1ccc(Nc2cc(C)nc(Nc3ccc(NC(C)=O)cc3)n2)cc1	1	3	102	1	-6	1	4	1	-0.2	-0.1
CCCCN(C(=O)c1ccc(C)o1)c1c(N)n(CCCC)c(=O)[nH]c1=O	20	-9	102	4	-8	-5	-1	-1	0.2	1.6
C=CCN(CC=C)CCCOc1ccc(C)cc1OC	-2	1	100	2	-10	0	6	2	1.0	1.8
COc1cccc(NC(=S)NN2CCN(C)CC2)c1	-1	8	93	2	5	23	-5	-3	-0.1	-0.4
COC(=O)C(C)Sc1nnc2n(-c3cccc(C)c3)c(=O)c3c4c(sc3n12)CCCC4 (configuration not stated)	1	-4	101	16	-13	4	13	3	0.0	-1.0
